Compound activity from PubChem BioAssay.
CHX counter = affects cycloheximide protein synthesis inhibition readout, counter-screen | cell reporter, cycloheximide protein synthesis inhibition counterscreen | max response, % | 300,000 tested, 12% active | AID 2314; in the data active = max response mostly above about 13%, no sharp cut-off; inactive = mostly below about 14%; note: read at 38.3 µM for the half of the compounds with a filed dose; 0% is about no effect
Pf growth 48h = inhibits P. falciparum growth in the first generation, 48 h; P. falciparum luciferase growth in erythrocytes, 48 h; Potency, µM (titrated, usually from 28.7 µM), for the others: at the top dose activity change, negative = inhibition, hits mostly inhibitors; 310,000 tested, 5.9% active; note: potency is the fitted concentration of half-maximal effect; % is set by controls: 0 for no effect and ±100 for the full control effect
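Compounds are pin-transferred into medium, infected erythrocytes (2% hematocrit, 0.1% parasitemia final) are added, and plates sit one parasite generation at 37 C in 5% CO2. Detection reagent is then added and luminescence measured.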
Giardia FBPA inh = blocks Giardia fructose-bisphosphate aldolase activity; A8B2U2; purified Giardia FBPA; Potency, µM (doses to about 59.6 µM), inactives show top-dose activity, negative = inhibition, hits mostly inhibitors; 290,000 tested, 0.71% active; note: potency is the fitted concentration of half-maximal effect; % is set by controls: 0 for no effect and ±100 for the full control effect; nearly all actives have a fitted effect of over 55% in size
Target sequence (A8B2U2 whole entry, looked up): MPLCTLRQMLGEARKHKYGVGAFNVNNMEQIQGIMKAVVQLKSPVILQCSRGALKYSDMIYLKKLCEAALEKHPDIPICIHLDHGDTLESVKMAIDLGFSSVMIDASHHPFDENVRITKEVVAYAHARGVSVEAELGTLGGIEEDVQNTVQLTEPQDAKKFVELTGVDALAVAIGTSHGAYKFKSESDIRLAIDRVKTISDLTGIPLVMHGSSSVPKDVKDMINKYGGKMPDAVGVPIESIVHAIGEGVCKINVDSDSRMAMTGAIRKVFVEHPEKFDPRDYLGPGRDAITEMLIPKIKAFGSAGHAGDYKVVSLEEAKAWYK
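40 nM FBPA preincubated 10 min at RT with compound (up to 57.5 uM final), then substrate plus GAPDH/TPI/NAD/arsenate coupling and diaphorase/resazurin added. Fluorescence read after 20 min at RT, 525/598 nm.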
Shiga toxin inh = blocks Shiga toxin action in Vero cells; AID 2315; inhibition, % at 38.7 µM; Vero cells, Shiga toxin protein synthesis inhibition reporter; 290,000 tested, 9.2% active; in the data active = inhibition mostly above about 28%, no sharp cut-off; inactive = mostly below about 43%; note: 0% is about no effect
Pf growth 96h = inhibits malaria parasite growth, 96 h; 320,000 tested, 6.9% active; AID 504834; P. falciparum luciferase reporter growth, 96 h; Potency, µM (doses to about 28.7 µM), for inactives: top-dose activity change, negative = inhibition, hits mostly inhibitors; note: potency is the fitted concentration of half-maximal effect; % is set by controls: 0 for no effect and ±100 for the full control effect
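Luminescence readout: decreased luciferase signal marks inhibited growth of reporter-expressing P. falciparum in infected red cells (2% hematocrit, 0.05% parasitemia final), exposed to compound two generations (96 h, 37 C, 5% CO2).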
HCV inh = inhibitors of hepatitis C virus infection. Potency, µM (top dose mostly 41.8 µM), without a hit: at the top dose activity change, negative = inhibition, most hits filed as inhibitors. Huh7.5.1 HCVcc-Cre infection, luciferase reporter, 44 h. 340,000 tested, 3.4% active. AID 651820; note: potency is the fitted concentration of half-maximal effect; % is set by controls: 0 for no effect and ±100 for the full control effect
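Luciferase read-out (15 sec integration) after a 15 min room-temperature substrate step quantifies HCVcc-Cre infection. Cells, 1,000 per well, had compound added 4 h post-plating, then virus at ~0.5 moi, and were cultured 44 h.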
* hit, by the source's call; ? = inconclusive; / = no result given; [ ] = remark or other dose. Unless noted, calls come from the whole dose curve; as a rule, active = well fitted curve in the direction sought with a large enough effect; inconclusive = small, poorly fitted or top-dose-only effect, or another doubt; inactive = no such curve, though single readings can be large; an effect the other way counts as inactive or inconclusive.

The line under a structure holds: CHX counter, Pf growth 48h, Giardia FBPA inh, Shiga toxin inh, Pf growth 96h, HCV inh
- CCN(CC)S(=O)(=O)c1cccc(NC(=O)COc2ccc(F)cc2Br)c1
  7, -14%, -4%, 17, ?, 11µM*
- COc1ccccc1C(=O)NCCn1cc(SCC(=O)NCC2CCCO2)c2ccccc21 (stereo not drawn)
  2, ?, 0%, 15, 10µM*, -21%
- COc1ccc(NC(C)=O)cc1NS(=O)(=O)c1cn(C)c(=O)n(C)c1=O
  -2, 19%, -24%, 7, -4%, 7%
- COc1ccc(-c2n[nH]c(=S)n2N)c(OC)c1
  14, 9%, 10µM*, -4, 54%[activator], 9%
- CC1N(C(=O)N2CCOCC2)CCN1S(=O)(=O)c1ccc(Cl)cc1 (stereo not drawn)
  -5, 6%, 12%, -8, 7%, -2%
- COc1ccc(N2C(=O)CC(N3CCN(c4ccc(S(C)(=O)=O)cc4)CC3)C2=O)cc1 (stereo not drawn)
  -3, /, -2%, -10, -23%, /
- O=c1c2cc3ccccc3n2cnn1Cc1ccccc1F
  8, -24%, 3%, 14, ?, 1%
- O=C(NCc1ccncc1)C1=NN(c2ccccc2)C(=O)CC1
  -2, -3%, 1%, -7, -2%, -15%
- O=C(COC(=O)C1=COCCO1)Nc1ccccc1OC(F)F
  5, 18%, 0%, 20, 12%, 17%
- CC(C)OC(=O)c1sc2nc3c(cc2c1N)C(=O)CCC3
  19*, 110%[activator], -4%, 68, 5.2µM*, 16%
- CCOC(=O)C1=C(COC(=O)c2cccnc2Cl)NC(=O)NC1C (stereo not drawn)
  /, 5%, /, /, 14%, 6%
- Cc1ccc(CN2CCN(c3ncccn3)CC2)c(C)c1
  1, 2%, ?, 7, 0%, -2%
- Cc1ccc(C)c(SCc2noc(C(=O)NC(C)C)c2C(=O)O)c1
  -2, -6%, 1%, -10, -6%, 30%
- CCOC(=O)/C=c1\s/c(=C\c2ccccc2C)c(=O)n1CC(=O)NCc1ccc2c(c1)OCO2
  -1, ?, 11%, 12, ?, -1%
- CN1CCN(c2cc(N3CCCC3)c([N+](=O)[O-])cc2F)CC1
  2, 21%, 4%, -6, 29%, ?
- Cc1ccc(C)c2sc(NC(=O)c3nc4ccccc4s3)nc12
  -5, 31%[activator], 7%, -14, -2%, -11%[8.37 µM]
- CCN1CCN(C(=O)c2ccc(Cl)c(S(=O)(=O)N3CCCCCC3)c2)CC1
  -4, -5%, 1%, -17, 3%, ?
- Cc1ccc(N(CC(=O)O)S(=O)(=O)c2cccc3nonc23)cc1
  -1, 13%, 9%, -12, 10%, 18%
- Cc1cc(C)c2c(c1)cc(C)c1nnc(SCC(=O)Nc3cc(C)on3)n12
  -1, 3%, 7%, 20, 92%[activator], 8%
- CC1(c2ccc(C#N)cc2)NC(=O)N(CC(=O)Nc2cc(S(=O)(=O)N3CCOCC3)ccc2Cl)C1=O (stereo not drawn)
  0, ?, -5%, -6, ?, -6%

Next section
The line under a structure holds: CHX counter, Pf growth 48h, Giardia FBPA inh, Shiga toxin inh, Pf growth 96h, HCV inh
- CCC(=O)Nc1ccc(Cl)c(NC(=S)NC(=O)COc2ccc(Cl)cc2)c1
  -4, 33%[activator], 0%, -6, 1.9µM*, 8%
- O=C(NC(=S)Nc1nc(-c2ccc(Br)cc2)cs1)c1cccnc1
  1, 13%, 4%, -7, ?, ?
- Cc1ccccc1C(=O)c1cccn1CC(=O)N1CCCCC1
  -3, 5%, -2%, -3, -34%, 10%
- Cc1nn(CC(=O)NCC2CCCO2)c(=O)c2cc3ccccc3n12 (stereo not drawn)
  3, 15%, 3%, 1, -30%, 2%
- O=[N+]([O-])NC1=NCN(Cc2ccco2)CN1Cc1ccco1
  3, 16%, 4%, -18, -22%, ?
- CCOc1ccc(C(=O)Nc2nnc(SCC(=O)NCC3CCCO3)s2)cc1OCC (stereo not drawn)
  1, 1%, /, -7, 8%, /
- CCOc1cc(C(=O)Nc2cccc(C(C)=O)c2)ccc1OCC(=O)N1CCCCC1
  8, -15%, 4%, 10, ?, ?
- Nc1c(C(=O)NCc2ccccc2)nnn1Cc1ccc(F)cc1
  7, 6%, 4%, -3, ?, -5%
- COC(CNC(=O)c1ccc(CS(=O)(=O)c2ccc(Br)cc2)o1)OC
  -6, -26%[0.00184 µM], 8%, 6, 5%, 9%
- Clc1ccc2nc(N3CCNCC3)nc(-c3ccccc3)c2c1
  -1, 12µM*, -5%, -17, 9%[5.75 µM], 10µM*
- O=C(COC(=O)COc1ccccc1)NC12CC3CC(CC(C3)C1)C2
  /, 6%, /, /, -11%, 12%
- Cc1cccc(S(=O)(=O)Nc2nc3ccccc3nc2OC(C)C)c1
  -2, 17%, -3%, -4, 40%[activator], 20%
- Cc1cc(C)c(S(=O)(=O)N(C)Cc2cnn(C)c2)c(C)c1
  -2, -3%, -11%, -5, 1%[5.75 µM], 19%
- CC(=O)N1CCOc2ccc(S(=O)(=O)NCc3ccc(Cl)cc3)cc21
  9, 1%, 2%, -4, -5%, 16%
- Fc1ccc(-c2nnc(-c3ccc(Cl)cc3Cl)o2)cc1
  22*, 172%[activator], 0%, 43*, 19%, -27%
- Cc1nnc(-c2ccc(N3CCCCCC3)c([N+](=O)[O-])c2)o1
  15*, -4%, 2%, 50*, ?, -6%
- CCC(C)c1ccc(S(=O)(=O)N2CCN(c3ccccn3)CC2)cc1 (stereo not drawn)
  -3, 6%, 14%, 3, 276%[activator], -11%
- O=C(CSc1nnc(-c2ccc(C(F)(F)F)cn2)o1)Nc1ccccc1Cl
  15, 246%[activator], ?, 8, 147%[activator], 19%
- N#CCCn1c(SCC(=O)c2c[nH]c3ccccc23)nc2ccccc21
  -4, 0%, 1%, -11, ?, -19%
- CC(=O)NCC(=O)OC(C(=O)c1ccccc1)c1ccc(Cl)cc1 (stereo not drawn)
  -2, -20%, 1%, -1, ?, 34%[activator]

At a glance, part of the list above:
The line under a structure holds: CHX counter, Pf growth 48h, Giardia FBPA inh, Shiga toxin inh, Pf growth 96h, HCV inh
- CCC(=O)Nc1ccc(Cl)c(NC(=S)NC(=O)COc2ccc(Cl)cc2)c1
  -4, 33%[activator], 0%, -6, 1.9µM*, 8%
- O=C(NC(=S)Nc1nc(-c2ccc(Br)cc2)cs1)c1cccnc1
  1, 13%, 4%, -7, ?, ?
- Cc1ccccc1C(=O)c1cccn1CC(=O)N1CCCCC1
  -3, 5%, -2%, -3, -34%, 10%
- Cc1nn(CC(=O)NCC2CCCO2)c(=O)c2cc3ccccc3n12 (stereo not drawn)
  3, 15%, 3%, 1, -30%, 2%
- O=[N+]([O-])NC1=NCN(Cc2ccco2)CN1Cc1ccco1
  3, 16%, 4%, -18, -22%, ?
- CCOc1ccc(C(=O)Nc2nnc(SCC(=O)NCC3CCCO3)s2)cc1OCC (stereo not drawn)
  1, 1%, /, -7, 8%, /
- CCOc1cc(C(=O)Nc2cccc(C(C)=O)c2)ccc1OCC(=O)N1CCCCC1
  8, -15%, 4%, 10, ?, ?
- Nc1c(C(=O)NCc2ccccc2)nnn1Cc1ccc(F)cc1
  7, 6%, 4%, -3, ?, -5%
- COC(CNC(=O)c1ccc(CS(=O)(=O)c2ccc(Br)cc2)o1)OC
  -6, -26%[0.00184 µM], 8%, 6, 5%, 9%
- Clc1ccc2nc(N3CCNCC3)nc(-c3ccccc3)c2c1
  -1, 12µM*, -5%, -17, 9%[5.75 µM], 10µM*
- O=C(COC(=O)COc1ccccc1)NC12CC3CC(CC(C3)C1)C2
  /, 6%, /, /, -11%, 12%
- Cc1cccc(S(=O)(=O)Nc2nc3ccccc3nc2OC(C)C)c1
  -2, 17%, -3%, -4, 40%[activator], 20%
- Cc1cc(C)c(S(=O)(=O)N(C)Cc2cnn(C)c2)c(C)c1
  -2, -3%, -11%, -5, 1%[5.75 µM], 19%
- CC(=O)N1CCOc2ccc(S(=O)(=O)NCc3ccc(Cl)cc3)cc21
  9, 1%, 2%, -4, -5%, 16%
- Fc1ccc(-c2nnc(-c3ccc(Cl)cc3Cl)o2)cc1
  22*, 172%[activator], 0%, 43*, 19%, -27%
- Cc1nnc(-c2ccc(N3CCCCCC3)c([N+](=O)[O-])c2)o1
  15*, -4%, 2%, 50*, ?, -6%
- CCC(C)c1ccc(S(=O)(=O)N2CCN(c3ccccn3)CC2)cc1 (stereo not drawn)
  -3, 6%, 14%, 3, 276%[activator], -11%
- O=C(CSc1nnc(-c2ccc(C(F)(F)F)cn2)o1)Nc1ccccc1Cl
  15, 246%[activator], ?, 8, 147%[activator], 19%

Remaining list, next part.
The line under a structure holds: CHX counter, Pf growth 48h, Giardia FBPA inh, Shiga toxin inh, Pf growth 96h, HCV inh
- CS(=O)(=O)c1ccc(Cl)c(NC(=O)CCCSc2ccccc2)c1
  -4, -6%, 11%, 11, -14%, -5%
- Cn1c(=O)oc2cc(S(=O)(=O)Nc3ccccc3F)ccc21
  -3, -5%[0.00184 µM], 1%, -14, 27%, 7%
- CCN1CCCC1CNC(=O)c1cc2c(-c3cccc(OC)c3)nn(C)c2s1 (stereo not drawn)
  1, ?, -6%, -4, 5.9µM*, ?
- CCOC(=O)CN1C(=O)N(CC(=O)OCC)C(c2ccccc2)(c2ccccc2)C1=O
  -8, 3%, 4%, -7, ?, 1%
- C/C(=N\OCC(=O)N/N=C/c1ccc(C)cc1O)c1cccs1
  -3, 8%, 10%, -16, 108%[activator], 10µM*
- CC(C)c1ccc(C2CC(=O)c3cnc(NC(=O)c4ccco4)nc3C2)cc1 (stereo not drawn)
  -1, 18%, -11%, 5, 0%, -7%
- N#CCCN(C(=O)c1ccco1)c1ccccc1
  -8, 3%, -3%, -54, -15%, 23%
- COC(=O)c1ccc(/C=N/NC(=O)C(=O)NCc2ccccc2)cc1
  8, 40%[activator], 1%, 9, 19%, 5%
- CCCN(CC(=O)Nc1cc(C)on1)CC(=O)Nc1ccccc1C
  /, ?, /, /, -1%, 1%
- COCc1cc(Sc2ccc(Cl)cc2)nc(-c2ccccc2)n1
  -2, ?, 7%, -13, 0%, -21%
- COc1cc(C(=O)OCC(=O)NCc2ccc(F)cc2)cc(NC(=O)c2cccs2)c1OC
  1, ?, 0%, 11, 3%, -22%
- Cc1cc(Cl)ccc1C(=O)C1CCCN(C(=O)c2cnn(C(C)C)c2)C1 (stereo not drawn)
  8, ?, /, 19, ?, -12%
- CC(=O)c1c(C)oc2c1cc(NS(=O)(=O)c1ccc(C(=O)O)cc1)c1ccccc12
  -5, 27%, -13%, -11, ?, ?
- COCCCNC(=O)/C(C#N)=C/c1cc(C)[nH]c1C
  8, 8%, -1%, 14, 43%[activator], ?
- CC(=O)C(Sc1ccc2nnc(-c3ccc(C)cc3)n2n1)C(C)=O
  -4, ?, 16%, -9, ?, -10%
- Cc1cc(C(=O)N2CCCC(N3CCN(c4ccccc4C)CC3)C2)n(C)n1 (stereo not drawn)
  7, -18%, /, 20, ?, -3%
- O=C(Cn1c(=O)c2cccn2c2ccccc21)Nc1cc(F)ccc1F
  -11, -3%, /, -3, -21%, 11µM*
